TPT1 inhibitor = Candida albicans TPT1 enzyme inhibitors, primary screen, biochemical, fluorescence polarization; tRNA 2'-phosphotransferase TPT1 (Candida albicans SC5314); recombinant caTPT1, FP RNA substrate dephosphorylation; inhibition, % at 5 µM; 0.81% of 300,000 active; AID 1962, 2009;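 active = inhibition above the mean of all tested compounds plus 3 SD, set per screening campaign, cut at about 24% in these data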;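 note: plate controls were DMSO alone for no effect and ferristatin control at 100 nM for full effect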
PP5 inh = PP5 phosphatase inhibitors, primary screen, biochemical, fluorescence. Serine/threonine-protein phosphatase 5 (Homo sapiens), P53041. purified PP5c, OMFP substrate fluorescence. inhibition, % at 6.7 µM. 0.18% of 320,000 active. AID 1987, 2009;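 active = inhibition above the campaign's mean inhibition across all tested compounds plus 3 SD, cut at about 9.5% in these data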;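 note: 0% = DMSO only and 100% = 100 µM cantharidin control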
Target sequence (P53041 whole entry, looked up): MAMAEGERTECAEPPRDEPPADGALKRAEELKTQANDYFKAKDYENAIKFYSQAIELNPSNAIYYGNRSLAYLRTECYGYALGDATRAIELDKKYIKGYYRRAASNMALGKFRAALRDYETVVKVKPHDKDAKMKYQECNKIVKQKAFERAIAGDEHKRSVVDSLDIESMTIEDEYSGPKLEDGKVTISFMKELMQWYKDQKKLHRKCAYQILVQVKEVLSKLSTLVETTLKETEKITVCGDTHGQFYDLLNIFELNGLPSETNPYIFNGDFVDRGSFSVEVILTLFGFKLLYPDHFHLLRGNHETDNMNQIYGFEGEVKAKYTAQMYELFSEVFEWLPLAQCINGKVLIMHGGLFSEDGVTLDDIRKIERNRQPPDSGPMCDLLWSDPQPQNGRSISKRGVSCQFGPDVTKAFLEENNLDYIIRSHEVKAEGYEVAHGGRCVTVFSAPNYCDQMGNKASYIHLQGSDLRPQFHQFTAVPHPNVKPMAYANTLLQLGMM
EBNA-1 inh = EBNA-1 DNA-binding inhibitors, primary screen, biochemical, fluorescence polarization | inhibition, % at 14.8 µM | 0.34% of 300,000 active; in the data active = inhibition above about 28%
PREPL inhibitor = PREPL enzyme inhibitors, primary screen, biochemical, fluorescence polarization | Prolyl endopeptidase-like (Homo sapiens), Q4J6C6 | inhibition, % at 5.96 µM | 0.68% of 320,000 active | AID 2751, 2010 | recombinant PREPL, fluorescence polarization activity-based probe; in the data active = inhibition above about 43%;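 note: 0% = enzyme with DMSO and 100% = wells lacking enzyme; many of its hits are not listed in these tables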
Efflux pump inh = inhibitors of Candida efflux pumps in yeast, primary screen, S. cerevisiae, Nile Red, multiplex. AID 485275, 2010. inhibition, % at 10 µM. 0.44% of 330,000 active. S. cerevisiae Candida pump triplex;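 active = plate passing quality check with inhibition over a set limit, or well fluorescence over plate mean plus 4 SD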;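 note: Nile Red retained in pooled yeast measured as flow cytometry median fluorescence; 0% = buffer negative control and 100% = Enniatin B positive control; higher means more Nile Red kept so more efflux inhibition; some compounds called inactive have numbers as strong as hits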
PP1 inh = PP1-alpha phosphatase inhibitors, primary screen, counter-screen for PP5 inhibitor project, biochemical, fluorescence, OMFP substrate, single point; purified PP1alpha; Serine/threonine-protein phosphatase PP1-alpha catalytic subunit (Homo sapiens), P62136; AID 2235, 2010; inhibition, % at 6.7 µM; 0.9% of 320,000 active;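 active = inhibition above the mean inhibition of all tested compounds plus 3 SD, computed separately for each screening campaign, cut at about 15% in these data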
Target sequence (P62136 whole entry, looked up): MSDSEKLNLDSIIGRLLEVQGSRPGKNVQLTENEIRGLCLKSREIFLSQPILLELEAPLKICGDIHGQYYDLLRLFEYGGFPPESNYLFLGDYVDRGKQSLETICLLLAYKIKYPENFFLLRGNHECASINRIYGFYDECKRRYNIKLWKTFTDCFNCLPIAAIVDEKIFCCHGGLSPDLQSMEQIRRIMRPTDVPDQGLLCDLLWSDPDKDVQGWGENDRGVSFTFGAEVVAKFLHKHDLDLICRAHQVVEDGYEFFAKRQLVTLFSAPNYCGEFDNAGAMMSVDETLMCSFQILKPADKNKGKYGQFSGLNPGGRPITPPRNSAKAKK
CTSL1 counter = Fasciola hepatica cathepsin L1 inhibitors, primary screen, counter-screen for PFM18AAP inhibitor project, biochemical, QFRET, fluorogenic peptide substrate; inhibition, % at 5.96 µM; AID 1906, 2009; recombinant F. hepatica cathepsin L1, Z-Leu-Arg-MCA fluorescence; 0.49% of 300,000 active;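 active = inhibition above the mean of all tested compounds plus 3 SD, set per screening campaign, cut at about 17% in these data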;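 note: 0% = plate median of test compound wells and 100% = 1 µM Z-Phe-Ala-diazomethylketone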
ZTA DNA inh = ZTA (EBV) inhibition in EBNA-1 counter-screen. P03206. ZTA-DNA binding, fluorescence polarization. inhibition, % at 11 µM. 0.15% of 320,000 active; in the data active = inhibition above about 33%
Target sequence (P03206 whole entry, looked up): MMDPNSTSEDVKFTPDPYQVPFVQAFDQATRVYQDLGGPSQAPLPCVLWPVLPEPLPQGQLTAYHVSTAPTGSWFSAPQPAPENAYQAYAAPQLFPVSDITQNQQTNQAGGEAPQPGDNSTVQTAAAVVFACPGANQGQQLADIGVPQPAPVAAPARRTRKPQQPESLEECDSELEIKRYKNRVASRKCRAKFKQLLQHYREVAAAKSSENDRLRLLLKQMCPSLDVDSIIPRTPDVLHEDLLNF
core dimer inh = inhibitors of HCV core protein dimerization, primary screen, biochemical, TR-FRET, high-throughput; TR-FRET GST/Flag-core106 dimerization, 1536-well; AID 1899, 2009; 0.33% of 300,000 active; inhibition, % at 5 µM;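 active = inhibition above the mean of all tested compounds plus 3 SD, set per screening campaign, cut at about 45% in these data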
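System: GST-tagged and Flag-tagged HCV core protein residues 1-106 / Input: core106 proteins, GST 13.5 nM and Flag 17 nM / Buffer or medium: KF-containing HEPES buffer, pH 7.45, DTT, CHAPS, BSA / Probe or stimulus: Eu-anti-GST and XL665-anti-Flag labelled anti-tag antibodies / Schedule: 4 h, 22.5 °C incubation / Technique: TR-FRET 671 and 617 nm emission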
* = called active by the depositor; · = no result given. Only part of the results is shown, so the mix of outcomes need not match the whole.

Start of the listing, in advance (two entries):
Results follow in this order: TPT1 inhibitor	PP5 inh	EBNA-1 inh	PREPL inhibitor	Efflux pump inh	PP1 inh	CTSL1 counter	ZTA DNA inh	core dimer inh
C=CCc1cc(/C=C2/NC(=S)NC2=O)cc(OC)c1O
    24	4.1	-20	19	0.5	1	2	3	-14
CCc1ccc(C(=O)C(C)OC(=O)Cn2[nH]c(=O)c3ccccc3c2=O)cc1 (stereo not given)
    ·	-0.4	·	-6	0.1	5	·	-3	·

The listing, from the first entry:
Results follow in this order: TPT1 inhibitor	PP5 inh	EBNA-1 inh	PREPL inhibitor	Efflux pump inh	PP1 inh	CTSL1 counter	ZTA DNA inh	core dimer inh
C=CCc1cc(/C=C2/NC(=S)NC2=O)cc(OC)c1O
    24	4.1	-20	19	0.5	1	2	3	-14
CCc1ccc(C(=O)C(C)OC(=O)Cn2[nH]c(=O)c3ccccc3c2=O)cc1 (stereo not given)
    ·	-0.4	·	-6	0.1	5	·	-3	·
COc1ccc2[nH]cc(C(=O)NCCc3ccccc3)c(=O)c2c1
    1	1.3	-3	-6	0.1	3	0	3	-1
O=C(Nc1nncs1)c1ccccc1Br
    -8	3.4	-5	3	-0.1	-1	-2	-10	-10
CSCCC(NC(=O)c1ccccc1)C(=O)Nc1ccc(NC(C)=O)cc1 (stereo not given)
    -2	1.3	6	5	-0.5	-2	3	12	1
CC(C)(C)S(=O)(=O)c1ccccc1-c1noc(-c2ccccc2)c1C(N)=O
    -3	-0.8	-4	-5	0.0	-5	0	-4	3
O=c1c(Cl)c(NCc2ccc(F)cc2)cnn1C12CC3CC(CC(C3)C1)C2
    -3	1.8	-10	4	0.1	4	-1	2	12
Cc1ccc(C(=O)N2NC(c3ccc(F)cc3)C3C(=O)N(c4ccc(C)cc4)C(=O)C32)cc1 (stereo not given)
    0	0.2	-6	4	-0.2	2	4	1	23
CS(=O)(=O)c1ccccc1C(=O)N(CCC1=CCCCC1)c1c(N)n(Cc2ccccc2)c(=O)[nH]c1=O
    3	2.6	7	8	0.0	-2	3	8	5
O=C1COc2ccc(S(=O)(=O)Nc3cccc(Cl)c3)cc2N1
    -4	0.4	4	0	0.0	-4	-2	-1	0
FC(F)(F)c1ccccc1CN1CCC(Cc2ccccc2)CC1
    1	3.8	-7	-2	-0.2	-1	-3	14	-7
Nc1cccc(/C=C/C(=O)O)c1
    3	-1.5	-5	10	0.2	3	-4	1	-2
CCOCCCNC(=O)C(NC(=O)CNC(=O)c1ccccc1)c1ccc(C)cc1 (stereo not given)
    -1	3.4	4	-3	0.2	-1	-4	0	4
Cc1nnc2c3ccccc3c(Cl)nn12
    -2	3.5	-4	10	-0.2	-2	-1	3	-3
CCN(CC)CCN(Cc1cc2ccc(C)cc2[nH]c1=O)C(=O)Nc1ccc(Cl)cc1
    -1	3.8	-22	-18	0.0	2	-2	-1	-4
CC(C)OC(=O)c1cc(NC(=O)c2nn(C)cc2Br)cc(C(=O)OC(C)C)c1
    4	4.8	-3	-3	-0.2	2	3	15	5
CCn1cc(/C=C(\NC(=O)c2ccc(OC)c(OC)c2)C(=O)N2CCOCC2)c2ccccc21
    -3	1.2	5	-2	0.0	1	3	-4	-13
NC(=S)NCc1cccnc1
    -1	-0.6	8	2	-0.1	-3	-1	10	0
CN(CCCC(=O)NCCc1ccccc1)S(=O)(=O)c1ccc([N+](=O)[O-])cc1
    -4	2.4	-8	11	-0.2	1	0	-21	-7
OC(COc1cccc2ccccc12)CN1CCCC1 (stereo not given)
    -5	1.8	-3	14	0.0	-5	1	-15	-8
O=C(NCCc1ccccc1F)C1CCCN1S(=O)(=O)c1ccc2ccccc2c1 (stereo not given)
    1	4.5	-2	-3	-0.2	-3	-1	-14	3
Cc1oc(-c2cccc(Cl)c2)nc1CN(C)C1CCOC1 (stereo not given)
    -1	2.4	1	-1	0.1	-3	0	-12	1
CNC(=O)/C(=C\c1ccc2c(c1)OCO2)NC(=O)c1ccc(Br)cc1
    -3	1.1	6	9	0.2	-5	3	8	-1
O=C(N/N=C/c1ccc(OCc2ccc(F)cc2)cc1)c1ccccc1
    4	-0.5	-5	13	0.1	-3	2	12	4
O=C(NCC(c1ccco1)N1CCN(c2ccccc2)CC1)c1cccs1 (stereo not given)
    -2	1.0	2	-10	-0.1	-3	0	-4	2
Cc1ccc(NS(=O)(=O)c2ccc3c(c2)c(=O)n(C)c(=O)n3C)cc1F
    0	-0.5	-14	8	0.0	-5	1	-19	0
CC(C)CN(CC(C)C)S(=O)(=O)c1cc([N+](=O)[O-])ccc1N1CCCCCC1
    -5	3.7	4	0	-0.2	0	1	-3	9
Cc1csc(NC(=O)CSc2ccc(-c3ccccn3)nn2)n1
    0	-0.1	3	17	0.1	1	2	-4	-2
CC(=O)c1cnc2ncnn2c1C
    -5	-0.3	0	9	-0.3	-5	-2	7	3
Cc1ccc(NC(=O)CCS(=O)(=O)c2ccc3nc(C)sc3c2)cc1
    -1	2.5	-5	4	-0.1	-7	-2	-14	3
COc1ccc(N2C(=O)c3cc4ccccc4cc3C2=O)cc1
    -2	-4.0	10	2	-0.1	-3	6	11	2
Cn1c(=O)c2c(SCC(=O)N3CCOCC3)nc(C3CCCCC3)nc2n(C)c1=O
    2	-1.6	10	7	0.2	2	1	31	7
CCOC(=O)c1c2c([nH]c(=S)c1C#N)CCCC2
    -9	-1.7	9	22	-0.2	3	1	2	26
O=C(C1CCN(CC2CCCCC2)CC1)N1CCCC1
    -2	4.8	-8	-6	0.1	-6	2	-2	-4
COc1ccc(C)cc1NC(=O)COC(=O)c1ccc2c(c1)OCO2
    ·	0.2	·	1	-0.1	2	·	15	·
CCN(CC)S(=O)(=O)c1ccc(C(=O)NCCN2C(=O)S/C(=C\c3cccnc3)C2=O)cc1
    1	-0.8	-5	5	0.0	-2	-2	-5	6
CCCCOc1ccc(C2CCC(C(C)=O)C(C)C2)cc1 (stereo not given)
    0	-0.9	15	4	-0.1	-2	1	2	4
Cc1csc(NC(=O)CSc2nnc(C)s2)n1
    1	-2.0	-6	10	0.1	-2	4	-2	0
Cc1ccc(NC(=O)CCSCCc2ccccn2)cc1
    1	-0.8	-2	-11	0.0	-3	3	4	0
O=C(O[C@H]1[C@H](Cc2ccccc2)NS(=O)(=O)[C@H]2C[C@@H]3C=C[C@]12O3)c1ccc([N+](=O)[O-])cc1
    ·	1.9	·	29	-0.3	1	·	-13	·
COc1ccc(N(CC(=O)NN=C2CCCC2)S(=O)(=O)c2ccccc2)cc1
    -4	1.9	13	-17	-0.1	4	6	-5	3
O=C(NC1CCCCC1)C1CCN(S(=O)(=O)c2cccc3nsnc23)CC1
    -1	1.1	5	1	0.0	-1	1	5	2
CCCCN(C(=O)C1CC(=O)N(c2ccc3c(c2)OCCO3)C1)c1c(N)n(CCCC)c(=O)[nH]c1=O (stereo not given)
    -1	-1.2	0	0	-0.1	-5	-3	0	-8
Nc1n[nH]c(CCCO)n1
    0	4.8	10	2	0.1	3	-2	-5	-6
CC(C)[N+](C)(C)CC(O)CN(c1ccccc1)c1ccccc1 (stereo not given)
    5	0.0	8	7	0.0	0	1	-9	-3
CCCCNS(=O)(=O)c1ccc(NC(=O)Cc2ccc(OC)cc2)cc1
    2	1.0	-7	1	-0.2	-1	-4	3	0
O=C(Nc1nccs1)c1ccc2c(c1)OCO2
    2	-0.4	8	-31	-0.1	-2	0	8	-2
CCc1cc(=O)[nH]c(SCc2cccnc2)n1
    0	2.3	-3	3	0.1	0	0	-16	-1
COc1ccc(Cl)cc1NC(=O)CN1CCN(S(=O)(=O)c2ccc(F)cc2)CC1
    -4	2.8	44*	4	0.1	3	-1	-22	1
COc1cc2[nH]c(=S)n(NC(=O)CC(C)C)c(=O)c2cc1OC
    -7	2.4	3	7	-0.2	2	-9	-8	-1
O=C(O)CCc1nn2c3ccccc3nc2n(-c2ccccc2)c1=O
    1	-2.0	-1	-4	-0.1	-4	1	3	-5
O=C(Nc1ccccc1)C1=C[C@H](c2csc3ccccc23)C[C@H](OCCCCO)O1
    5	5.2	-3	11	0.2	2	2	0	-1
COC(=O)COc1ccc(S(=O)(=O)NCCC2=CCCCC2)cc1Cl
    3	2.6	5	-5	0.0	-1	4	8	3
CCCn1cnnc1CNC(=O)C1CCC(=O)N(CCc2cccc(F)c2)C1 (stereo not given)
    11	2.4	-1	6	-0.1	1	1	-18	-16
COC(=O)c1ccc2c(=O)n(-c3ccc(OC)cc3)c(=S)[nH]c2c1
    1	-1.2	-7	5	0.0	-4	0	6	-1
Cc1ccc(C(=O)NNC(=O)CSc2nc(N)cc(N)n2)cc1
    -5	-0.2	15	7	-0.1	0	1	5	-11
Cc1c(NC(=O)Nc2cc(Cl)ccc2Cl)c(=O)n(-c2ccccc2)n1C
    -3	3.3	9	2	0.0	-3	1	11	4
COc1ccc(CCN2CN(S(=O)(=O)c3ccc(OC)cc3)c3nc4ccccc4nc32)cc1
    10	0.2	8	-2	0.1	-1	-2	12	5
O=S(=O)(Nc1ccccc1Cl)c1ccc(F)cc1
    -4	0.5	-1	1	0.0	0	-1	-2	2
COc1ccc(NC(=O)c2ccc(OCC3CCCO3)cc2)cc1OC (stereo not given)
    ·	1.3	·	23	-0.1	-1	·	-12	·

Going on with the list.
Results follow in this order: TPT1 inhibitor	PP5 inh	EBNA-1 inh	PREPL inhibitor	Efflux pump inh	PP1 inh	CTSL1 counter	ZTA DNA inh	core dimer inh
Cc1ccc(Cl)cc1NC(=O)Nn1cnnc1
    -1	-0.1	10	8	0.0	-1	-1	4	7
CCCSc1ccc([C@@H]2[C@H]3C(=O)N(CC)C(=O)[C@H]3[C@]3(C(=O)OC)CCCCN23)cc1OC
    7	3.5	12	-4	0.1	-2	0	-5	-3
CC(=O)c1ccc(S(=O)(=O)N2CCN(C(=O)c3ccc(-n4cncn4)c([N+](=O)[O-])c3)CC2)cc1
    ·	2.3	·	14	-0.1	-1	·	-12	·
CCN1CCN(C(=O)/C=C/c2ccc3c(c2)OCO3)CC1
    1	0.8	2	7	0.0	2	3	-7	-18
Cc1ccc(CNC(=O)CCCOc2cc(=O)n(C)c3ccccc23)o1
    -4	-1.5	2	-11	-0.2	0	2	-19	0
CC(C)Sc1nc2c(c(=O)n1-c1ccc(F)cc1)SCC2
    0	-2.1	-17	-4	0.3	-3	3	2	-2
Cc1ccc(CN2CCc3[nH]c(=S)[nH]c(=O)c3C2)cc1
    2	0.0	7	3	-0.1	3	0	-6	4
O=C(COC(=O)C1CCC1)Nc1cccc(Cl)c1
    2	2.2	2	-5	0.1	-3	-11	9	-6
CC(C)c1ccc(NC2CCCN(C(=O)c3ccoc3)C2)cc1 (stereo not given)
    -1	1.3	7	9	-0.1	1	1	-5	-5
Cc1ccc(CCNC(=O)CCc2nc3ccccc3[nH]2)cc1
    2	2.6	-8	3	0.2	-2	-5	-6	-4
CNC(=S)N/N=C/c1c(C)nn(-c2ccc(F)cc2)c1Cl
    5	-0.1	6	0	0.1	-4	4	3	5

Assay outcomes as filed in PubChem BioAssay.
